PP1 counter: counter-screen for PP5 inhibitors: inhibitors of human PP1-alpha; P62136; purified PP1alpha, OMFP fluorescence; inhibition, % at 6.7 µM; 320,000 tested, 0.9% active;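 active = inhibition above the mean inhibition of all tested compounds plus 3 SD, computed separately for each screening campaign, cut at about 15% in these data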
Target sequence (P62136 whole entry, looked up): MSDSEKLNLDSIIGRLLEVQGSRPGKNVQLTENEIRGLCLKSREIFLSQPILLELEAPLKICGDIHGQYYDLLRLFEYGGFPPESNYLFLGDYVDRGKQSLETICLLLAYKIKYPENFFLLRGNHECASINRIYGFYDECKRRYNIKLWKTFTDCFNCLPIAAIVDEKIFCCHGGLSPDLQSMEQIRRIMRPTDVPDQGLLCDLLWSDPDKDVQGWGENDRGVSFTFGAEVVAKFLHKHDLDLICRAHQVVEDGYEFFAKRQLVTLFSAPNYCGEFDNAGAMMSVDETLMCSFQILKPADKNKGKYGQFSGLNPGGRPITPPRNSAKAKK
TPT1 inhibitor: C. albicans TPT1 enzyme inhibition | recombinant caTPT1, FP RNA substrate dephosphorylation | inhibition, % at 5 µM | 300,000 tested, 0.81% active | AID 1962;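 active = inhibition above the mean of all tested compounds plus 3 SD, set per screening campaign, cut at about 24% in these data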;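 note: plate controls were DMSO alone for no effect and ferristatin control at 100 nM for full effect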
Fh CTSL1 inh: cathepsin L1 inhibition, PFM18AAP counter-screen; recombinant F. hepatica cathepsin L1, Z-Leu-Arg-MCA fluorescence; inhibition, % at 5.96 µM; 300,000 tested, 0.49% active;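 active = inhibition above the mean of all tested compounds plus 3 SD, set per screening campaign, cut at about 17% in these data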;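 note: 0% = plate median of test compound wells and 100% = 1 µM Z-Phe-Ala-diazomethylketone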
PP5 inh: blocks human protein phosphatase 5 activity; purified PP5c, OMFP substrate fluorescence; inhibition, % at 6.7 µM; 320,000 tested, 0.18% active; AID 1987;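 active = inhibition above the campaign's mean inhibition across all tested compounds plus 3 SD, cut at about 9.5% in these data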;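 note: 0% = DMSO only and 100% = 100 µM cantharidin control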
Target sequence (P53041 whole entry, looked up): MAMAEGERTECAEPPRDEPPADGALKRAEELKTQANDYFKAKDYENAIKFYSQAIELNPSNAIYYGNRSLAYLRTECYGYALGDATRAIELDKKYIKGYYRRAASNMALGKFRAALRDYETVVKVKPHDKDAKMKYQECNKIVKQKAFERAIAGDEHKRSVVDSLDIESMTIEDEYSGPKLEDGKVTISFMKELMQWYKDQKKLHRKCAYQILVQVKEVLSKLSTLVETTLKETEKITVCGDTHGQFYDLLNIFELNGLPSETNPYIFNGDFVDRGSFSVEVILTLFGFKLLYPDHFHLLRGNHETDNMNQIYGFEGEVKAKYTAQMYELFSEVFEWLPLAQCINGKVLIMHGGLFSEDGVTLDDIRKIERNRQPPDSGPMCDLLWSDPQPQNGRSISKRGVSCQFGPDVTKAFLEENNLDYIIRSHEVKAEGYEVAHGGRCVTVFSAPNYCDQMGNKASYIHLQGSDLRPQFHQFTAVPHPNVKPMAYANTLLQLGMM
HCV core dimer: HCV core protein dimerization inhibition; TR-FRET GST/Flag-core106 dimerization, 1536-well; inhibition, % at 5 µM; 300,000 tested, 0.33% active; AID 1899;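 active = inhibition above the mean of all tested compounds plus 3 SD, set per screening campaign, cut at about 45% in these data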
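assay system = GST-tagged and Flag-tagged HCV core protein residues 1-106 | controls = unlabelled core106 and no-GST-core106 wells | incubation = compound-protein-antibody incubation 4 h at 22.5 °C | probe or stimulus = Eu donor and XL665 acceptor anti-tag antibodies | read-out = % inhibition based on acceptor/donor emission ratio | signal = TR-FRET 671 and 617 nm emission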
Efflux pump inh: inhibitors of Candida antifungal efflux pumps expressed in yeast; S. cerevisiae Candida pump triplex, Nile Red efflux; inhibition, % at 10 µM; 330,000 tested, 0.44% active;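 active = plate passing quality check with inhibition over a set limit, or well fluorescence over plate mean plus 4 SD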;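 note: Nile Red retained in pooled yeast measured as flow cytometry median fluorescence; 0% = buffer negative control and 100% = Enniatin B positive control; higher means more Nile Red kept so more efflux inhibition; some compounds called inactive have numbers as strong as hits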
PREPL inhibitor: inhibitors of human prolyl oligopeptidase-like enzyme PREPL; Q4J6C6; recombinant PREPL, fluorescence polarization activity-based probe; inhibition, % at 5.96 µM; 320,000 tested, 0.68% active; AID 2751; in the data active = inhibition above about 43%;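 note: 0% = enzyme with DMSO and 100% = wells lacking enzyme; many of its hits are not listed in these tables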
ZTA DNA inh: ZTA (EBV) inhibition in EBNA-1 counter-screen; P03206; ZTA-DNA binding, fluorescence polarization; inhibition, % at 11 µM; 320,000 tested, 0.15% active; AID 2234; in the data active = inhibition above about 33%
EBNA-1 inhibitor: blocks EBNA-1 binding to DNA; EBNA-1 DNA binding, fluorescence polarization; inhibition, % at 14.8 µM; 300,000 tested, 0.34% active; AID 1950; in the data active = inhibition above about 28%
The depositor's hits bear a star; / = no result given. An excerpt. The share of hits here may be higher or lower than overall.

mol	PP1 counter	TPT1 inhibitor	Fh CTSL1 inh	PP5 inh	HCV core dimer	Efflux pump inh	PREPL inhibitor	ZTA DNA inh	EBNA-1 inhibitor
COc1ccc(CNC(=O)/C=C/c2cc([N+](=O)[O-])ccc2OC(F)F)cc1OC	0	37*	-1	1.6	-1	-0.1	7	7	6
CSc1ncccc1C(=O)NCCc1ccccc1	-1	-2	-4	-1.6	1	-0.4	6	20	-7
Cc1ccc(S(=O)(=O)N2CCCCC2C(=O)N2CCN(c3ccccc3F)CC2)cc1 (stereo not given)	-2	2	3	2.6	-3	-0.1	-4	-1	14
Cc1cc(C)n(CCCN2C(=O)c3cccc4cccc(c34)C2=O)n1	-3	-5	-2	1.6	7	-0.2	-3	12	11
CCOc1ccccc1N1CCN(Cc2ccc(Br)s2)CC1	2	2	-3	1.9	-6	-0.1	20	-16	-1
CC1CCCC(C)N1C(=O)COC(=O)CNC(=O)c1ccc(Cl)cc1Cl (stereo not given)	-2	-1	-2	0.4	-5	0.0	7	-6	8
Cc1ccc(/C([O-])=C(/C(=S)NCc2ccc3c(c2)OCO3)[n+]2ccc(N(C)C)cc2)c(C)c1	0	1	-1	-1.9	5	0.0	5	4	-2
O=C(c1cccc(C(=O)N2CCC(O)(c3ccccc3)CC2)c1)N1CCC(O)(c2ccccc2)CC1	-3	-3	-1	0.4	-2	0.1	17	-8	4
CCOC(=O)C(C)Oc1ccc2c(C)cc(=O)oc2c1C(C)=O (stereo not given)	-2	-1	4	-0.2	0	0.1	6	-4	1
COC(=O)c1cccc(C23CC4(C2)[C@H](CN(Cc2cccnc2)[C@@H]4c2ccccc2)C3c2ccccc2)c1 (stereo not given in full)	16*	0	2	2.6	14	0.1	9	9	14
Cn1c(NC(=O)CC(C)(C)C)cc(=O)n(C)c1=O	5	-2	0	1.3	1	-0.1	-3	-6	8
COc1ccc(S(=O)(=O)N2Cc3ccccc3CC2C(=O)N2CCOCC2)cc1OC (stereo not given)	-1	-2	2	1.0	0	0.1	9	1	-4
COc1ccc2cc(CN(Cc3ccco3)C(=S)NCC3CCCO3)c(=O)[nH]c2c1 (stereo not given)	3	-1	7	3.2	3	-0.1	9	-19	3
O=P(CCO)(c1ccccc1)c1ccccc1	-1	-2	0	0.9	-5	-0.4	-5	-8	-5
COc1ccccc1N(CC(=O)N1CCC(C(N)=O)CC1)S(=O)(=O)c1ccccc1	-2	0	-1	3.1	-5	-0.1	-5	-4	-15
O=C(Cc1ccc([N+](=O)[O-])cc1)NCc1cccnc1	3	2	-1	1.2	-1	0.0	2	-7	-2
O=C(NC(=S)N1CCN(Cc2ccccc2)CC1)c1cccnc1	-4	-6	0	-0.7	5	-0.1	4	-2	13
COc1ccccc1NC(=S)N1CCC(NC(=O)NC23CC4CC(CC(C4)C2)C3)CC1	-1	5	5	-0.7	3	0.2	0	9	-4
CN(C)c1ccc(/C=N/NC(=O)CNC(=O)/C=C/c2ccccc2)cc1	-3	0	5	0.9	-7	-0.1	13	10	-1
Cc1ccc(C(=O)OCCOc2cccc(Cl)c2)cc1S(=O)(=O)N1CCOCC1	5	-6	2	2.0	-3	0.1	24	5	-8
CCOC(=O)c1cnn(-c2cc(Oc3cccc(C)c3)ncn2)c1N	-1	-6	7	-0.4	-6	-0.1	-2	-17	2
CCCCOC(=O)c1ccc(O)cc1	10	-5	-4	-3.2	-18	0.0	-10	-30	-10
COc1ccc(CNc2ncnc3cc(OC)c(OC)cc23)cc1OC	0	0	-6	-1.5	-4	0.1	-4	16	5
COc1ccc(C2=[N+]([O-])C(C)(C)C(c3ccccc3)=N2)cc1	-2	6	6	0.6	-5	0.0	10	-20	-15
CCCCn1c(-c2ccccc2)nnc1-c1ccccc1	1	-3	2	1.4	2	0.1	-2	2	-3
COc1ccccc1/C=C/C(=O)OCC(=O)NC1CCCCCC1	-2	/	/	-1.1	/	0.1	2	-1	/
CC(C)(C)C(=O)COc1ccccc1[N+](=O)[O-]	1	-2	-1	-0.3	-3	-0.1	9	-4	3
COc1ccc(N2CCN(c3ncnc4scc(-c5ccc(C)cc5)c34)CC2)cc1	5	-2	1	1.4	1	-0.1	23	-4	4
CC(C)CNC(=O)CC(=O)N/N=C/c1ccc(Br)cc1	1	1	-2	3.9	-3	0.2	28	-13	-1
[N-]=[N+]=NC[C@H](Cc1ccccc1)N1CC[C@@H](OCc2ccccc2)CCC1=O	0	1	2	0.7	-7	0.1	2	1	4
Cc1ccccc1NS(=O)(=O)c1ccc(C(=O)N2CCC2)cc1	-1	4	19*	1.5	0	0.2	12	-5	-17
Cc1nn(CC(C)C)c2sc(C(=O)NC3CC(C)(C)NC(C)(C)C3)cc12	-1	-4	-1	1.6	4	0.1	-5	20	5
Cc1cccc(N(CC(=O)NC2CCCC2)C(=O)CCC(=O)Nc2ccccn2)c1	3	-4	3	0.5	-18	-0.4	17	5	8
O=C(/C=C/c1ccc(F)cc1)N1CCN(Cc2ccccc2)CC1	-5	3	-1	-2.7	4	0.1	2	-5	4
Cc1cccc(OCc2nnc(N)s2)c1	3	-6	-3	6.0	-3	0.1	20	-13	8
CSc1cccc(CN2CCN(CCC(C)C)C(CCO)C2)c1 (stereo not given)	1	-3	2	-2.0	-5	-0.1	16	-14	-2
COc1ccc(N2C(=O)C3C(C2=O)C2C=CC3C23CC3)c(OC)c1 (stereo not given)	1	-1	-2	2.9	-2	0.1	-2	-7	2
COc1ccc(C(=O)CSc2nnc3n2CCCN3C(=O)Nc2ccccc2)cc1	-4	-4	-1	0.8	4	0.1	0	-7	-8
CCCCC(=O)Nc1nnc(S(=O)(=O)N2CCCc3ccccc32)s1	9	3	-2	2.1	27	0.2	-2	8	-1
CCCCCn1c(Br)nc2c1c(=O)n(CC(N)=O)c(=O)n2C	1	-1	2	-0.1	-3	0.0	7	1	-4
COC(=O)N(NC(=O)C(O)(c1ccccc1)c1ccccc1)c1ccc(C)cc1	-4	-5	-1	1.6	-4	-0.3	-14	13	-4
Cc1ccc(NS(=O)(=O)c2ccc(NC(=O)C3CC3)cc2)c(C)c1	1	-2	1	7.8	-20	-0.4	10	-9	5
CCOc1ccc(N(C(=O)CNS(=O)(=O)c2ccccc2)C(CC)C(=O)NCc2ccco2)cc1 (stereo not given)	-3	3	-2	-0.9	3	0.5	3	-13	-16
OCc1ccnc(Cl)c1	-2	2	-4	1.6	-1	-0.4	-1	-2	24
C=CCOc1ccc(CNCCO)cc1OCC	-2	-4	0	-0.5	-9	-0.1	5	-7	5
COc1ccc(/C(N)=N/OC(=O)CCCc2ccccc2)cc1OC	1	-1	-39	-0.4	-11	0.0	-4	-17	1
O=C(O)c1cnc(N2CCOCC2)nc1	5	-1	0	1.9	1	0.0	5	9	8
CC1CC(C)CN(S(=O)(=O)c2ccc(C(=O)NCc3ccco3)cc2)C1 (stereo not given)	-2	0	-5	1.9	2	0.0	1	14	6
CCOc1ccc(CNC(=O)CCS(=O)(=O)c2ccc3c(c2)oc(=O)n3C)cc1	-2	3	-2	0.7	-2	0.2	7	1	-3
C=CCn1c(C)cc(C(=O)CN2NS(=O)(=O)c3ccccc3C2=O)c1C	3	-4	0	-0.4	0	0.0	7	12	8
Cc1ccc(S(=O)(=O)N(C)C)cc1NC(=O)COC(=O)c1sc2cc(Cl)ccc2c1Cl	-5	-1	0	-0.2	17	-0.1	9	-12	15
Cc1ccc(S(=O)(=O)N2CCC(=O)N(C(COCc3ccc(Cl)cc3Cl)Cc3ccccc3)CC2)cc1 (stereo not given)	2	0	5	2.0	11	0.1	26	-7	-12
O=C1NC(c2ccccc2Cl)=N/C1=C/c1ccco1	-2	-1	1	-2.9	-6	0.1	4	-4	8
CC(C)C[C@@H](CC#N)N1CCN(Cc2ccccc2)CCC1=O	-3	-3	-2	-1.9	-10	-0.1	31	-11	10
O=C(O)CCN1C(=O)c2ccccc2C1=O	-2	6	-1	2.6	-4	0.1	-14	8	-1
Cn1c(C(=O)NC2CC2)cc2c(=O)n(C)c3ccccc3c21	-1	-3	0	-1.0	-6	-0.3	-4	6	1
Cc1[nH]c(=O)[nH]c(=O)c1/C=C/C(=O)O	-1	-3	3	-1.0	-2	-0.1	2	-8	8
Cc1ccc2nc(NS(C)(=O)=O)sc2c1	-1	0	2	0.1	0	0.1	8	-4	-1
CCOC(=O)c1cnn(CCOC(=O)c2ccccc2F)c1NC(=O)c1ccccc1F	1	3	-5	3.9	-6	0.4	0	3	-3
O=C(CSc1nnc2ccc(-c3ccccn3)nn12)Nc1ccccc1F	-4	-2	0	-1.5	-2	0.0	-2	-10	-13

The list goes on.
mol	PP1 counter	TPT1 inhibitor	Fh CTSL1 inh	PP5 inh	HCV core dimer	Efflux pump inh	PREPL inhibitor	ZTA DNA inh	EBNA-1 inhibitor
CCn1c(CNC(=O)Cc2ccc(OC)cc2)nnc1SCCOc1ccccc1	-1	-2	-2	1.0	5	0.3	4	-2	-9
CCOC(=O)C(NC(=O)NCc1ccccc1OC)(OCC)C(F)(F)F (stereo not given)	-2	0	0	-3.0	-6	-0.1	4	-16	4
Cc1ccc(C)c(S(=O)(=O)Nc2ccc3oc(C)c(C(=O)O)c3c2)c1	-2	-2	3	-0.6	14	-0.1	-1	10	13
CCCNC(=S)NNC(=O)c1cccs1	-3	3	0	1.6	-1	0.0	-6	13	8
CCc1c(C)nc2nc(SCc3ccccc3Cl)[nH]n2c1=O	6	-1	-8	1.0	-2	0.3	4	-7	-20

Bioassay records: PubChem BioAssay, several laboratories
